# High-throughput results: PubChem BioAssay, several laboratories
# PP5 inh: blocks human protein phosphatase 5 activity; actives 0.18% (n = 320,000); inhibition, % at 6.7 µM; P53041; purified PP5c, OMFP substrate fluorescence; AID 1987;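 active = inhibition above the campaign's mean inhibition across all tested compounds plus 3 SD, cut at about 9.5% in these data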;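 note: 0% = DMSO only and 100% = 100 µM cantharidin control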
# Target sequence (P53041 whole entry, looked up): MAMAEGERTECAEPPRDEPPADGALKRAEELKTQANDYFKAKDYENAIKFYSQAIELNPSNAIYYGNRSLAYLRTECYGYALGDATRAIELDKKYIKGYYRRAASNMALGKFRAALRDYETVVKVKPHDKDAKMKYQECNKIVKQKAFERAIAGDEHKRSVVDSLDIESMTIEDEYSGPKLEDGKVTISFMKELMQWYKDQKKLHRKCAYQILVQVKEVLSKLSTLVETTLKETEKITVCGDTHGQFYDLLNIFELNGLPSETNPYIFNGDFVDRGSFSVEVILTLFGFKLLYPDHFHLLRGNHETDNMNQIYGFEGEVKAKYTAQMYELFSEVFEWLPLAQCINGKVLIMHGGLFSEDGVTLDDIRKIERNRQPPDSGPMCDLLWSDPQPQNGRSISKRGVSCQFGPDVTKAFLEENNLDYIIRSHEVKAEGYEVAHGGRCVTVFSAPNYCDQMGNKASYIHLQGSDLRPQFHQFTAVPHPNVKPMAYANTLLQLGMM
# PP1 inh: PP1-alpha (human) inhibition in PP5 counter-screen. purified PP1alpha, OMFP fluorescence. inhibition, % at 6.7 µM. actives 0.9% (n = 320,000). AID 2235;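 active = inhibition above the mean inhibition of all tested compounds plus 3 SD, computed separately for each screening campaign, cut at about 15% in these data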
# Efflux pump mplx: antifungal efflux pump inhibition, Nile Red retention; inhibition, % at 10 µM; AID 485275; S. cerevisiae Candida pump triplex; actives 0.44% (n = 330,000);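 active = plate passing quality check with inhibition over a set limit, or well fluorescence over plate mean plus 4 SD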;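 note: Nile Red retained in pooled yeast measured as flow cytometry median fluorescence; 0% = buffer negative control and 100% = Enniatin B positive control; higher means more Nile Red kept so more efflux inhibition; some compounds called inactive have numbers as strong as hits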
# JMJD2C inh: blocks human GASC-1 demethylase activity; actives 0.069% (n = 330,000); GST-JMJD2C(1-420) H3K9me3 demethylation, DELFIA europium; inhibition, % at 2.35 µM; AID 2099; Q9H3R0;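 active = more than half of a compound's replicate wells show inhibition beyond 50%, single wells judged on their own value; inconclusive = some, but no more than half, of replicates pass 50% inhibition; inactive = no replicate passes 50% inhibition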;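 note: signal counts dimethyl H3K9 product captured on neutravidin plate; 0% = median of DMSO wells and 100% = 0.3 times that DMSO median; strong numbers were not always called active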
# CTSL1 counter: cathepsin L1 inhibition, PFM18AAP counter-screen. AID 1906. recombinant F. hepatica cathepsin L1, Z-Leu-Arg-MCA fluorescence. inhibition, % at 5.96 µM. actives 0.49% (n = 300,000);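 active = inhibition above the mean of all tested compounds plus 3 SD, set per screening campaign, cut at about 17% in these data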;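 note: 0% = plate median of test compound wells and 100% = 1 µM Z-Phe-Ala-diazomethylketone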
# procasp7 counter: counter-screen for procaspase-3 activators: activators of human procaspase-7. P55210. recombinant procaspase-7, Ac-DEVD-pNA absorbance 405 nm; D23A/D198A/D206A triple mutant, cannot self-cleave; scale: DMSO 0, 5 µM enzyme 100. activation, % at 8.5 µM. actives 0.093% (n = 330,000). AID 463210;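 active = percent activation above the screen-wide mean plus 3 SD, cut at about 25% in these data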
# Target sequence (P55210 whole entry D23A/D198A/D206A): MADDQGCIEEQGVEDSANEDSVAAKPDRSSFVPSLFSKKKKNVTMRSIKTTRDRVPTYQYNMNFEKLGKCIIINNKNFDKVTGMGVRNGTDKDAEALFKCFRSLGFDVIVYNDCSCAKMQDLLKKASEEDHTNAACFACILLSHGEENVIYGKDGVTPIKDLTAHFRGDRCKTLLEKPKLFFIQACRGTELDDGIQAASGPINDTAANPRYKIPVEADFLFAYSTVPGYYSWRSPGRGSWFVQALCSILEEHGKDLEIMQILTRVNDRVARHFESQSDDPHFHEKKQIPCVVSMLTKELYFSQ
#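 System: Uncleavable procaspase-7 mutant enzyme; Amount: 2 µM procaspase-7 mutant as dispensed; Schedule: 1 h compound preincubation, 2 h substrate cleavage, 25 °C; Measured by: 405 nm absorbance of p-nitroaniline; Evaluation: percent activation from buffer-corrected 0–120 min absorbance change; Control set: low DMSO alone, high DMSO plus 5 µM PC-7.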
# TPT1 inhibitor: blocks Candida albicans tRNA 2'-phosphotransferase | recombinant caTPT1, FP RNA substrate dephosphorylation | AID 1962 | actives 0.81% (n = 300,000) | inhibition, % at 5 µM;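 active = inhibition above the mean of all tested compounds plus 3 SD, set per screening campaign, cut at about 24% in these data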;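 note: plate controls were DMSO alone for no effect and ferristatin control at 100 nM for full effect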
# procasp3 activ: activates human procaspase-3. P42574. recombinant procaspase-3 D3A, Ac-DEVD-pNA absorbance 405 nm. activation, % at 8.5 µM. actives 0.11% (n = 330,000);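 active = activation above the mean of all tested compounds plus 3 SD, cut at about 21% in these data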;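 note: 0% = DMSO alone and 100% = DMSO wells spiked with extra 5 µM PC-3 D3A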
# Target sequence (P42574 whole entry D9A/D28A/D175A): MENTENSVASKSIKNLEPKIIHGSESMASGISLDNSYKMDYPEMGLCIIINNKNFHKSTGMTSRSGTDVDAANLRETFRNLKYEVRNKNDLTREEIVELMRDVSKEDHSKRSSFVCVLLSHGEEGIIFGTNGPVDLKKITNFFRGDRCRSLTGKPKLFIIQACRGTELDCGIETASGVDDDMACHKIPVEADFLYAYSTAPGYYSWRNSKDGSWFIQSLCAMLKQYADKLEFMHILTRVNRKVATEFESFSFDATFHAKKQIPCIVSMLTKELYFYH
#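 Compound: 8.5 µM single point, 0.8% DMSO / Material: Autoprocessing-dead procaspase-3 D3A mutant enzyme / Timing: 1 h preincubation plus 2 h reaction at 25 °C / Medium: Zinc-free HEPES/NaCl buffer with 0.01% Triton X-100 at pH 7.4 / Technique: 405 nm absorbance of p-nitroaniline, reads at 0 and 120 min / Repeats: one well per compound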
# HCV core dimer: HCV core protein dimerization inhibition; TR-FRET GST/Flag-core106 dimerization, 1536-well; actives 0.33% (n = 300,000); inhibition, % at 5 µM;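 active = inhibition above the mean of all tested compounds plus 3 SD, set per screening campaign, cut at about 45% in these data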
#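 System – GST-tagged and Flag-tagged HCV core protein residues 1-106 · Repeats – one well for each compound · Technique – TR-FRET 671 and 617 nm emission · Doses – one concentration, 5 µM, in 0.5% DMSO · Times – 4 h, 22.5 °C incubation · Also added – Eu donor and XL665 acceptor anti-tag antibodies · Measure – percent inhibition of core106 dimerization signal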
# Numbers without * were called inactive; ? = inconclusive; / = no result given.
SMILES,PP5 inh,PP1 inh,Efflux pump mplx,JMJD2C inh,CTSL1 counter,procasp7 counter,TPT1 inhibitor,procasp3 activ,HCV core dimer
Cc1cccc(C(=O)N/N=C/c2ccncc2)c1,4.0,0.1,0.2,-3.6,-1.4,-8.1,4.2,-2.5,0.1
COc1ccc2c(c1[N+](=O)[O-])CCC/C2=N/OC(=O)c1ccccc1SC,0.1,-3.1,0.0,6.2,0.5,7.6,5.0,-1.5,34.1
CCOC(=O)C1=c2s/c(=C\c3ccncc3)c(=O)n2C(N)=C(C(=O)OC)C1c1ccncc1 (stereo unspecified),1.9,1.6,0.0,10.5,1.3,-9.5,1.3,1.4,4.5
Cc1csc(NC(=O)C2CCN(C(=O)c3ccccc3C)CC2)n1,0.0,0.8,-0.2,12.6,-3.6,9.3,0.5,-12.3,1.9
Cc1ccc(Oc2cnn(-c3ccccc3)c(=O)c2Br)cc1,2.0,-2.4,-0.2,-4.5,-0.5,3.0,-1.8,8.4,27.4
O=C(CN(C(=O)Cn1nnc(-c2ccc(F)cc2)n1)c1ccc(F)cc1)NC1CCCC1,0.9,-1.1,1.0,-42.2,4.6,-3.0,-0.1,4.7,1.8
COc1cc(C2C(C#N)=C(N)OC3=C2C(=O)CC(C)(C)C3)c([N+](=O)[O-])cc1OC (stereo unspecified),3.6,-0.4,0.1,3.5,-0.3,-1.1,-118.0,-3.9,-8.8
CC(=O)c1ccc(N2CCN(C(=O)/C=C/c3ccc4ccccc4n3)CC2)cc1,1.1,-4.4,-0.1,6.4,3.0,1.9,-4.1,1.8,1.7
CCc1ccc(/C=C/c2c[nH]c3ccccc23)[n+](CC)c1,0.4,1.9,0.1,0.8,-3.5,-1.7,31.2*,-3.2,-25.6
Cc1cc(C(=O)CSc2n[nH]c(N)n2)c(C)n1-c1cc(F)ccc1F,1.3,7.6,0.0,-0.1,-0.5,13.3,-4.5,-1.2,25.4
CCOc1ccc(NC(=O)c2cccc(NC3=NC4CS(=O)(=O)CC4S3)c2)cc1 (stereo unspecified),2.8,-3.1,0.0,-1.8,-1.1,4.7,1.6,-1.6,3.4
Cc1cc(C(=O)COC(=O)c2ccc3c(c2)OCO3)c(C)n1Cc1cccs1,2.3,7.0,0.7,-18.2,-1.8,6.0,-2.4,-1.0,14.5
Cc1ccc(C(=O)Nc2ccc(N3CCOCC3)cc2N2CCOCC2)cc1,0.6,-2.6,-0.2,8.9,1.8,0.1,-1.2,-1.1,-3.8
Cc1ccc(-n2nc(C)c(/C=N/n3c(C)n[nH]c3=S)c2Cl)cc1,-3.1,-1.8,0.0,7.1,4.5,-8.6,-0.2,0.9,-1.6
CCC(=O)Nc1nnc(SCC(=O)Nc2ccc3c(c2)OCO3)s1,1.0,-2.2,0.0,-2.4,4.2,4.9,-3.4,1.9,-1.9
CC(Sc1ccccc1)C(=O)NNC(=O)c1ccncc1 (stereo unspecified),-1.1,-10.6,0.2,-1.3,-8.5,-10.4,-0.5,1.5,-3.8
CC1CC(C)CN(CCCNC(=O)C2CCN(S(=O)(=O)N3CCCCC3)CC2)C1 (stereo unspecified),1.3,-1.5,1.6,-4.5,-2.0,3.9,-4.2,-4.0,-1.4
CCCn1nnc(NC(=O)COc2cc(C)ccc2C(C)C)n1,0.6,-1.5,0.0,-17.2,-12.0,-16.0,-1.1,10.1,8.3
COc1ccc(C(=O)N2CC(=O)Nc3ccccc32)cc1S(=O)(=O)N1CCCC1,0.8,-0.6,0.1,5.2,2.7,0.6,2.5,4.0,0.8
COc1ncccc1C(=O)N1CCC(n2nccc2NC(=O)CC(C)C)CC1,0.8,-2.2,-0.1,12.3,4.8,6.4,-3.2,1.3,-5.4
COc1cccc(NC(=O)CNC(=O)c2ccc([N+](=O)[O-])cc2)c1,0.0,-0.3,0.0,-7.8,2.9,-1.1,1.3,-4.3,1.0
COc1ccc(N2CCN(C(=O)Cn3c(=O)[nH]c4ccccc4c3=O)CC2)cc1,0.9,-4.3,0.0,13.7,-5.5,1.9,1.3,6.4,0.7
Cc1ccc(CSc2nc3sc(C)c(C)c3c(=O)n2Cc2ccco2)cc1,-0.5,-0.8,0.0,3.6,2.0,-1.9,-2.4,0.9,-5.1
CCOc1ccccc1C(=O)NCC(=O)OCC(=O)NCCc1ccc(S(N)(=O)=O)cc1,0.8,-3.2,0.0,0.6,-27.5,-4.8,2.3,3.7,-3.6
COc1ccccc1OCCCCNCCO,1.7,-9.0,0.3,-7.2,-2.5,-14.8,-2.1,-3.2,-10.2
CCC1=Nc2cc(C(=O)NCCN3CCOCC3)ccc2Sc2ccccc21,0.3,0.7,-0.4,-9.5,-8.8,-2.1,-0.6,2.7,-7.4
C=CCN1C(=O)/C(=C\C(C)=C\c2ccccc2)SC1=S,0.7,4.4,-0.3,4.0,0.2,7.8,2.8,4.7,-5.7
COc1ccc(C[C@H]2CN3C(=NC[C@@H]3Cc3ccccc3)N2CCNC(=O)c2ccc(C)c(Br)c2)cc1,-0.6,21.5*,0.0,0.3,2.8,-2.7,-0.4,2.4,-15.9
COC(=O)CCC(NC(=O)c1cc(C)oc1C)C(=O)OC (stereo unspecified),-2.4,0.8,-0.1,0.0,-0.2,-1.0,-1.1,-1.8,-3.9
COC(=O)CNC(=O)C1Nc2ccccc2C2C=CCC12 (stereo unspecified),0.9,0.1,0.2,8.3,5.2,-9.5,-0.9,3.5,6.9
COc1ccc(S(=O)(=O)N(CC(=O)NCC2CCCO2)Cc2ccccc2)cc1C (stereo unspecified),0.8,-1.6,-0.1,-1.0,-0.5,0.7,0.6,-1.7,-11.8
CCCn1c(SC(C(=O)Nc2cccc(OC)c2)c2ccccc2)nc2ccccc2c1=O (stereo unspecified),2.3,4.9,0.1,8.3,7.5,2.9,-0.3,-5.3,17.0
O=C(CN1CCC(NC(=O)C2CCCCC2)CC1)NCc1ccco1,1.7,-2.6,0.0,8.1,-1.4,3.9,-2.3,3.5,1.6
Cc1ccc(C(=O)OCC(=O)Nc2ccccc2Cl)c(O)c1,0.2,-4.6,0.1,6.0,-0.5,0.8,0.0,2.9,1.7
O=C(COc1ccc(Cl)cc1)NCc1n[nH]c(=O)c2ccccc12,-1.1,0.5,0.0,13.0,1.1,16.9,1.9,7.9,2.8
COc1ccc(-n2c(SCC(C)=O)nc3sc(C)c(C)c3c2=O)cc1,0.8,4.8,-0.3,?,-1.2,3.7,-1.5,7.2,6.3
O=C(NC1CCCc2c1cnn2-c1ccc(F)cc1F)c1csnn1 (stereo unspecified),0.0,-4.2,0.0,-15.3,4.4,-4.2,1.3,1.2,-15.7
Cc1ccc(C(=O)NC(C)CCc2ccccc2)cc1S(=O)(=O)N1CCOCC1 (stereo unspecified),/,/,-0.3,9.4,/,4.0,/,7.4,/
CCOc1ccc(N=C(NC#N)SC)cc1,1.8,-4.3,-0.1,0.1,-3.0,1.8,-0.5,8.0,4.8
COc1ccc(CCN2CC(C(=O)Nc3cccc(C(C)=O)c3)CC2=O)cc1OC (stereo unspecified),-2.8,-6.7,0.1,-2.8,-1.3,5.8,-1.4,7.9,2.5
Cc1ccc(-c2nnc(N3CCN(C(=O)CSc4ncn[nH]4)CC3)c3ccccc23)cc1,2.5,1.8,0.1,2.3,-0.3,11.3,-4.5,2.8,-13.4
COc1ccc([C@H]2/C=C\CN(C(=O)C3CC3)[C@@H](C)C(=O)N2Cc2ccc(F)cc2)cc1,3.0,-1.3,-0.2,16.4,-0.5,-3.7,-1.9,-5.6,-0.6
CCOc1ccccc1OCC(=O)NNC(=S)NC1CCCCC1,0.8,0.5,0.1,-13.0,-1.0,-2.9,2.0,5.3,6.2
Cc1noc(C)c1COc1cccc(C(=O)Nc2ccccc2)c1,3.1,-3.5,0.1,/,/,-9.1,/,-4.5,/
CC1CCCN(C(=O)C2CCC(CNc3c(N4CCCCC4)c(=O)c3=O)CC2)C1 (stereo unspecified),-0.8,0.5,0.0,1.0,-6.0,0.8,-3.0,1.4,3.3
O=C(OCc1nnc(-c2ccccc2)o1)c1ccc2c(c1)OCO2,0.3,-0.5,-0.1,-6.3,-3.3,-2.8,0.6,-6.0,-3.5
Cc1ncc(C[n+]2csc(CCOC(=O)CC34CC5CC(CC(C5)C3)C4)c2C)c(N)n1,0.1,0.7,0.0,-0.9,0.3,-3.2,-0.3,4.2,-12.1
CN(CC(=O)NCCc1ccccc1)S(=O)(=O)c1cccc2nsnc12,-1.3,-3.3,-0.2,2.6,2.0,3.6,-1.7,0.9,1.7
N/C(=N\OC(=O)COc1ccc2ccccc2c1Br)c1ccncc1,1.5,3.4,-0.1,2.5,-1.8,-3.8,-1.0,0.4,16.1
O=C(O)/C=C/C(=O)NC1CCC(CC2CCC(NC(=O)/C=C/C(=O)O)CC2)CC1 (stereo unspecified),0.8,-6.2,-0.1,-0.6,1.9,11.2,-1.8,1.0,2.4

# Other structures.
SMILES,PP5 inh,PP1 inh,Efflux pump mplx,JMJD2C inh,CTSL1 counter,procasp7 counter,TPT1 inhibitor,procasp3 activ,HCV core dimer
CC(CCn1cccn1)NC(=O)c1cc(COc2ccc(F)cc2F)on1 (stereo unspecified),-0.8,-1.0,0.0,-1.3,-2.7,-3.5,-0.7,1.6,-4.8
Cc1ccnc(SCCn2c(N3CC(C)OC(C)C3)nc3c2c(=O)n(C)c(=O)n3C)n1 (stereo unspecified),-0.7,-6.1,-0.1,1.5,-3.0,-3.4,-1.6,10.7,4.8
COc1cccc(CCNC(=O)CCc2nnc(-c3cc(C)oc3C)o2)c1,-0.5,1.3,0.0,-9.2,-1.0,1.2,3.1,3.3,-0.3
Cc1cccc(N2CC(O)(c3cccs3)[N+]3=C2CCCC3)c1 (stereo unspecified),-5.4,-6.2,0.1,-24.5,-0.1,-2.7,-1.8,5.9,0.8
COc1cc2oc(=O)ccc2cc1[C@H](O)[C@@H](O)C(C)(C)O,0.3,-2.0,0.2,-2.1,/,7.7,/,-4.3,/
Cc1ccc(NC2=NC(c3ccc(F)cc3)n3c(nc(C)cc3=O)N2)cc1 (stereo unspecified),-0.6,-1.9,-0.2,-20.0,-2.5,8.9,-1.8,-7.5,-1.4
COC(=O)c1ccc(NC(=O)C2CCCO2)cc1 (stereo unspecified),1.6,-1.1,0.0,-4.7,-2.5,17.7,-3.2,10.4,-5.1

# Compound profiles (already shown). Order of screens: PP5 inh	PP1 inh	Efflux pump mplx	JMJD2C inh	CTSL1 counter	procasp7 counter	TPT1 inhibitor	procasp3 activ	HCV core dimer
# COC(=O)c1ccc(NC(=O)C2CCCO2)cc1 (stereo unspecified) across the screens: 1.6	-1.1	0.0	-4.7	-2.5	17.7	-3.2	10.4	-5.1
# Cc1ccnc(SCCn2c(N3CC(C)OC(C)C3)nc3c2c(=O)n(C)c(=O)n3C)n1 (stereo unspecified) across the screens: -0.7	-6.1	-0.1	1.5	-3.0	-3.4	-1.6	10.7	4.8
